Assay outcomes (PubChem)
Shn3 inh set2: Schnurri-3 reporter inhibition in Clone20 osteoblasts. inhibition, % at 12.5 µM. 0.52% of 360,000 active. Clone20 osteoblast Shn3 3'UTR firefly luciferase, 24 h;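 active = mean inhibition of at least 75% with every replicate also reaching 75%; inconclusive = mean inhibition at least 75% but some replicate below; inactive = mean inhibition below 75%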;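 note: 0% = median of neutral control wells and 100% = pilot-screen positive control compound; some compounds past the cut are filed as inactive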
EBV LMP1 NFkB: inhibitors of Epstein-Barr LMP1-induced NF-kappaB reporter. LMP1-induced NF-kappaB luciferase reporter cells, luminescence. inhibition, % at 12.5 µM. 0.69% of 350,000 active; in the data active = inhibition above about 41%; inconclusive = no clear call, values can overlap the other calls;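 note: 0% = neutral control wells and 100% = reference inhibitor control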
SRC1 inh: inhibitors of human steroid receptor coactivator 1 (SRC1); Q15788; HEK293 GAL4-SRC1 luciferase reporter, luminescence; inhibition, % at 3.6 µM; 0.12% of 360,000 active;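 active = inhibition above the campaign mean plus 3 SD, with each screening campaign given its own cutoff, cut at about 60% in these data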;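 note: 0% = DMSO treated cells and 100% = gossypol at 36 µM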
KKLEB tox: counter-screen for CF NF-kB inhibitors: cytotoxicity | KKLEB CF airway cells viability, ATPlite luminescence, overnight; stronger effect = lower value; cells stimulated with P. aeruginosa culture filtrate | activity change (cytotoxicity), % at 5 µM | 0.36% of 360,000 active;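 active = corrected activity change at or below -50% at 5 µM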
NR5A2 inv ag: suppresses constitutive activity of human LRH-1; O00482; HEK293T StAR-luciferase reporter, LRH-1 transfected, 24 h; inhibition, % at 3.6 µM; 0.13% of 360,000 active; AID 602396;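 active = inhibition above the mean inhibition of all tested compounds plus 3 SD, cut at about 73% in these data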;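 note: 0% = DMSO wells and 100% = reporter-only cells lacking LRH-1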
Target sequence (O00482 whole entry, looked up): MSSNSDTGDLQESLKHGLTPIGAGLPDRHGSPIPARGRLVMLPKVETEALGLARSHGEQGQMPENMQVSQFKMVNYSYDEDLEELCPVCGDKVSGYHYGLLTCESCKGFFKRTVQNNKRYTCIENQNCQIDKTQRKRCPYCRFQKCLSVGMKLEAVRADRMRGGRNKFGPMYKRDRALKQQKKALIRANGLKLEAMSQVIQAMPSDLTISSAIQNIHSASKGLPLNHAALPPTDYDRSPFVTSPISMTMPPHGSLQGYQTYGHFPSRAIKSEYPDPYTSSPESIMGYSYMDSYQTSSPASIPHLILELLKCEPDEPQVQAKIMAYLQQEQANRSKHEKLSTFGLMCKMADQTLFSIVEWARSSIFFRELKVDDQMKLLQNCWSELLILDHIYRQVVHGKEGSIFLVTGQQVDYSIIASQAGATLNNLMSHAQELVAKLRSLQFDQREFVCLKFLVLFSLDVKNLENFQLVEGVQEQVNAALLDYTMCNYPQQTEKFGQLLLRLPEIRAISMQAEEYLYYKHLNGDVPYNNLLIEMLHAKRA
NR2F2 inh: inhibitors of human COUP-TFII (NR2F2) | P24468 | inhibition, % at 8.6 µM | 0.7% of 370,000 active | HEK293T NGFI-A luciferase reporter, luminescence | AID 686940;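 active = inhibition above a per-plate cutoff, mean inhibition of test wells between control levels plus 3 SD, cut at about 38% in these data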;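 note: cells cotransfected with COUP-TFII expression vector driving the NGFI-A reporter; 0% = median of COUP-TF2 test wells and 100% = reporter-only cells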
Target sequence (P24468 whole entry, looked up): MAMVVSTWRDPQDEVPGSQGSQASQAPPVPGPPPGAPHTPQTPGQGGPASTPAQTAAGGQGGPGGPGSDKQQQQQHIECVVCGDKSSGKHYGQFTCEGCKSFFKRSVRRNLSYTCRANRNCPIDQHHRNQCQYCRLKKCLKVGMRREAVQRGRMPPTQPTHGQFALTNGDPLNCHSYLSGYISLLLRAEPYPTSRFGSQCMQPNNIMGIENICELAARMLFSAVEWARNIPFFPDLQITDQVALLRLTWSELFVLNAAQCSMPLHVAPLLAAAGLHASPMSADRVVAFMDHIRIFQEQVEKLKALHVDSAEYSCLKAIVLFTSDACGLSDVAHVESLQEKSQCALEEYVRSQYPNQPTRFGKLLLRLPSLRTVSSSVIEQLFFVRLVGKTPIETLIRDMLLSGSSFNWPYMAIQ
CF NFkB block: cystic fibrosis NF-kB activation inhibition; KKLEB NF-kB-GFP reporter, PAF-induced, GFP fluorescence overnight; inhibition, % at 5 µM; 0.86% of 360,000 active; AID 588850;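 active = at least 50% inhibition at 5 µM, scaled per plate between neutral and stimulator controls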;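 note: PAF is a Pseudomonas aeruginosa culture filtrate used as stimulus; plate controls were PAF-stimulated DMSO wells for no effect and unstimulated DMSO wells for full effect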
SRC3 inh: human NCOA3 inhibition. inhibition, % at 3.6 µM. Q9Y6Q9. HEK293 GAL4-SRC3 luciferase reporter, luminescence. 0.17% of 360,000 active;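 active = inhibition above a per-campaign cutoff, the mean of all compounds plus 3 SD, cut at about 60% in these data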;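 note: 0% = DMSO-treated cells and 100% = gossypol-treated cells at 36 µM; higher means less SRC3-driven luciferase light from the GAL4 reporter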
TROY signal inh: TROY signaling inhibition; Q293 LMP1-TROYcd NF-kB luciferase reporter, 4 h; inhibition, % at 10 µM; 0.98% of 360,000 active;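 active = compounds whose plate-normalised and pattern-corrected inhibition of the luciferase reporter signal at the single screening dose is 50% or more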
TWEAK-Fn14 inh: TWEAK-Fn14 signaling inhibition; inhibition, % at 10 µM; 2% of 360,000 active; AID 1159606; TWEAK-stimulated Fn14 reporter cells, luciferase luminescence, 8 h; in the data active = inhibition above about 50%
C8 TRAIL sens: caspase-8 TRAIL sensitization; NB7+C8 cells + TRAIL, ATPlite viability luminescence; inhibition (viability loss, TRAIL sensitization), % at 10 µM; 1% of 360,000 active; AID 624354;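 active = compounds causing at least 50% loss of cell viability in the single-dose screen, relative to plate controls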
The depositor's hits bear a star; u = inconclusive; x = no result given. Not all compounds are listed (hit frequency here may not be typical).

SMILES	Shn3 inh set2	EBV LMP1 NFkB	SRC1 inh	KKLEB tox	NR5A2 inv ag	NR2F2 inh	CF NFkB block	SRC3 inh	TROY signal inh	TWEAK-Fn14 inh	C8 TRAIL sens
COc1ccc(NC2=NC(=S)N(c3ccccc3C)C23CCCCC3)cc1	-16	1	-15	7	-4	3	-34	0	-10	5	-6
CCc1ccc(NC(=O)C(=O)N/N=C(\C)CC(=O)Nc2ccccn2)cc1	-3	9	-20	-11	-16	11	3	-6	-25	-18	-9
CCOc1cc(S(=O)(=O)NCc2ccc3c(c2)OCO3)ccc1F	4	30	-2	1	1	4	7	1	13	-11	-14
O=C(/C=C/c1ccc(OC2CSC2)cc1)c1ccccc1	-109	-17	-79	-7	-64	-10	1	-53	-33	2	0
C[C@H](CO)N1C[C@H](C)[C@@H](CN(C)C(=O)Nc2ccc(C(F)(F)F)cc2)Oc2c(NC(=O)Nc3ccccc3)cccc2C1=O	1	9	-12	3	13	1	-14	10	-6	-18	24
CCCC(=O)Nc1c2c(nn1-c1cccc(C)c1C)CS(=O)(=O)C2	-10	4	12	2	11	-9	-4	6	9	19	10
Cc1[nH]n2c(=O)cc(C(C)C)nc2c1-c1ccccc1	-1	13	8	-8	11	-8	1	11	2	10	23
O=C(NC12CC3CC(CC(C3)C1)C2)c1ccc(-c2ccccc2Cl)o1	-34	-53	-17	-9	-27	-5	12	-21	x	64*	21

(further entries)
SMILES	Shn3 inh set2	EBV LMP1 NFkB	SRC1 inh	KKLEB tox	NR5A2 inv ag	NR2F2 inh	CF NFkB block	SRC3 inh	TROY signal inh	TWEAK-Fn14 inh	C8 TRAIL sens
Cc1noc(NS(=O)(=O)c2ccc(NC(=O)c3cnc4n(c3=O)CCS4)cc2)c1C	-6	-4	-19	11	-2	0	0	-10	-2	11	6
CCOC(=O)Cc1csc(NC(=O)CCc2ccc(S(=O)(=O)N3CCOCC3)cc2)n1	6	7	-26	-6	-1	14	-14	13	12	12	-9
Cc1ccc(NC(=O)c2cc(C)no2)cc1	-50	1	-15	7	-42	-11	-1	-43	-36	-14	-13
COc1ccc(C(=O)Nc2ccc(S(=O)(=O)Nc3onc(C)c3C)cc2)cc1	-5	-7	0	3	-5	0	2	14	-8	8	0
Cc1cc(N=NC(=O)c2ccccc2)ccc1O	-26	-1	-11	-2	11	2	9	8	-2	-8	-1
C[C@@H]1CN([C@@H](C)CO)C(=O)c2cc(NC(=O)Nc3ccc(F)cc3)ccc2O[C@@H]1CN(C)Cc1ccc(Oc2ccccc2)cc1	u	-14	-2	-9	-17	20	18	-16	25	44	20
Cc1csc(C(C)N(C)C(=O)CCc2nnc(CCc3ccccc3)o2)n1 (stereo unspecified)	8	0	4	-2	10	-5	0	-3	-1	-3	3
CCOC(=O)C1CCCN(S(=O)(=O)c2cccc3nsnc23)C1 (stereo unspecified)	8	4	-49	-11	-2	-9	12	15	-18	13	6

Following part
SMILES	Shn3 inh set2	EBV LMP1 NFkB	SRC1 inh	KKLEB tox	NR5A2 inv ag	NR2F2 inh	CF NFkB block	SRC3 inh	TROY signal inh	TWEAK-Fn14 inh	C8 TRAIL sens
COc1ccc(OC)c(C2N(c3ccc(Cl)cc3)C(=O)C3CCCN32)c1 (stereo unspecified)	-3	-6	-17	-6	0	8	1	-8	-9	1	-7
COc1cc(/C=C/CN2CCC(CO)(CC3CCCCO3)CC2)ccc1O (stereo unspecified)	-4	-1	-9	9	-15	16	14	-4	7	3	-3
NC(=O)CC(NC(=O)Cc1cccc2ccccc12)c1ccc(N2CCN(c3ccccn3)CC2)c([N+](=O)[O-])c1 (stereo unspecified)	5	-6	-13	8	-11	-9	-7	-10	19	6	-16
Clc1ccc(-c2cnc(Oc3ccccc3)nc2)cc1	-65	-43	-107	1	-185	-65	3	-116	-24	0	15
COc1cccc(-n2c(SCC(=O)Nc3cc(C)on3)nc3ccccc3c2=O)c1	12	5	-19	13	6	4	-2	4	-8	-8	14
CN(C)c1ccc(/C=N/NC(=O)CN(c2cccc(Cl)c2)S(C)(=O)=O)cc1Br	12	6	-4	-5	-3	-1	18	12	28	15	-2
OCCN(CCO)Cc1csc2ccccc12	13	3	5	-1	-9	-3	21	11	2	-6	-5
Cc1sc2nc(CSCC(=O)Nc3cc(F)ccc3F)[nH]c(=O)c2c1C	17	0	4	1	-7	19	-3	0	-11	-33	4

The list continues.
SMILES	Shn3 inh set2	EBV LMP1 NFkB	SRC1 inh	KKLEB tox	NR5A2 inv ag	NR2F2 inh	CF NFkB block	SRC3 inh	TROY signal inh	TWEAK-Fn14 inh	C8 TRAIL sens
COC(=O)c1ccccc1NC(=O)CSc1nnc(-c2ccc(OC)cc2)n1C	-10	-3	-6	6	6	16	-5	-6	-4	-15	-4
COc1ccccc1NS(=O)(=O)c1ccc(C(=O)NCCCn2ccnc2)cc1	11	-8	8	20	-9	14	-8	-7	6	6	-6
CC(=O)Nc1ccc(S(=O)(=O)Nc2nc3ccccc3nc2Nc2ccc(C(=O)O)c(O)c2)cc1	4	-10	7	21	15	19	-7	1	-3	6	-9
COc1ccc(C2C(C(C)=O)=C(C)Nc3ncnn32)cc1OC (stereo unspecified)	-1	-2	5	-4	4	8	3	1	-4	-14	-19
CCCNC(=O)c1cc2c(C(F)(F)F)nn(C)c2s1	-6	-12	-25	-11	18	0	9	10	-9	-2	-10
CCOC(=O)C1C(=O)NC(N2CCN(CC)CC2)=NC1c1ccccc1 (stereo unspecified)	0	7	4	-4	-2	6	3	-9	10	7	2
COc1cccc(OC)c1C(=O)OCC(=O)NCC(C)C	2	-3	-2	2	-1	-20	6	8	0	10	0
CC1(c2ccc(OC(F)F)cc2)NC(=O)N(CC(=O)Nc2cccc(F)c2)C1=O (stereo unspecified)	-5	-13	-27	-5	-9	2	-4	-40	3	-8	-4

Additional compounds:
SMILES	Shn3 inh set2	EBV LMP1 NFkB	SRC1 inh	KKLEB tox	NR5A2 inv ag	NR2F2 inh	CF NFkB block	SRC3 inh	TROY signal inh	TWEAK-Fn14 inh	C8 TRAIL sens
CC(C)(C)S(=O)(=O)c1cnc2c(-c3ccc(Cl)cc3)cnn2c1N	-13	-29	6	-37	0	10	26	-6	-45	15	3
O=C(COC(=O)c1cccs1)NC1CCCC1	-24	-7	7	5	15	-10	-7	-2	-39	6	10
COC(=O)C1CCN(C(=O)c2sc3nc(-c4ccc(F)cc4)cn3c2C)CC1	-8	7	-20	8	5	2	-9	-29	-25	-22	-3
C=CCNC(=S)N/N=C(\C)c1cccc(NC(C)=O)c1	-1	-5	11	10	-2	-6	-14	-4	10	-9	-4
CCOc1cc(C2C3=C(CCCC3=O)N(CC(=O)O)C3=C2C(=O)CCC3)ccc1OC	-3	-3	7	-7	6	-6	9	-12	21	0	9
CCc1ccc(C(=O)/C=C/NCc2ccc(F)cc2)cc1	3	-10	-20	10	2	5	-15	-12	-21	-15	15
CS(=O)(=O)N(CCc1ccccc1)CC(N)=O	6	-4	0	5	-14	18	6	-1	-2	1	5
O=C1CC(c2ccccc2F)c2c(c3ccccc3[nH]c2=O)O1 (stereo unspecified)	11	7	8	-4	8	7	26	-7	-9	-16	-3

An excerpt from above in order of length of the SMILES, smallest number first:
SMILES	Shn3 inh set2	EBV LMP1 NFkB	SRC1 inh	KKLEB tox	NR5A2 inv ag	NR2F2 inh	CF NFkB block	SRC3 inh	TROY signal inh	TWEAK-Fn14 inh	C8 TRAIL sens
CCc1ccc(C(=O)/C=C/NCc2ccc(F)cc2)cc1	3	-10	-20	10	2	5	-15	-12	-21	-15	15
O=C1CC(c2ccccc2F)c2c(c3ccccc3[nH]c2=O)O1 (stereo unspecified)	11	7	8	-4	8	7	26	-7	-9	-16	-3
CCOc1cc(C2C3=C(CCCC3=O)N(CC(=O)O)C3=C2C(=O)CCC3)ccc1OC	-3	-3	7	-7	6	-6	9	-12	21	0	9

The list continues:
SMILES	Shn3 inh set2	EBV LMP1 NFkB	SRC1 inh	KKLEB tox	NR5A2 inv ag	NR2F2 inh	CF NFkB block	SRC3 inh	TROY signal inh	TWEAK-Fn14 inh	C8 TRAIL sens
CN(c1ccccc1)S(=O)(=O)c1ccc(C(=O)NCc2cccnc2)cc1	-7	1	-15	19	-13	2	-26	0	11	-16	-3
N#Cc1cc2c(nc1SCc1cccnc1)CCC2	6	-1	-16	-11	-7	-7	-8	2	11	3	9
CCc1c(O)nc(SCc2ccc(F)cc2)[nH]c1=O	8	-11	-6	15	1	1	-20	-15	16	21	-10
N/C(=N\OC(=O)c1cccs1)C1(c2ccc(Cl)cc2Cl)CC1	x	-9	2	1	7	-5	6	2	-13	-18	-1
Cc1ccc(NC2=C(NCCO)C(=O)c3ccccc3C2=O)cc1	-51	-16	-48	-3	-24	-24	-1	-26	0	30	47
CCOC(=O)CC1C(=O)NCCN1S(=O)(=O)c1ccc(Cl)cc1Cl (stereo unspecified)	-4	5	-5	3	-16	5	6	0	-3	12	3
O=c1cc(CCl)nc(Cc2c(Cl)cccc2Cl)[nH]1	8	-3	1	-21	3	-37	31	39	2	25	2
Cc1cccc(OCC(=O)N/N=C\C=C\c2ccc3c(c2)OCO3)c1C	15	-17	-8	-14	4	12	2	13	7	5	-11

Continued:
SMILES	Shn3 inh set2	EBV LMP1 NFkB	SRC1 inh	KKLEB tox	NR5A2 inv ag	NR2F2 inh	CF NFkB block	SRC3 inh	TROY signal inh	TWEAK-Fn14 inh	C8 TRAIL sens
CC(C)N(Cc1ccccc1)C(=S)Nc1ccccc1F	17	x	2	-7	16	8	8	8	-27	5	-19
COc1ccc(N(CC(=O)N/N=C/c2ccccc2OC)S(=O)(=O)c2ccccc2)cc1	-6	-1	12	9	26	-11	-14	9	2	-5	-34
CC(C)C[C@H]1CN([C@@H](CC(C)C)CN2CCC[C@H]2CN2C(=O)C(=O)NC[C@@H]2Cc2ccc(O)cc2)C(=O)C(=O)N1CC1CCCCCC1	x	x	x	x	-16	-2	x	x	3	1	-3
Cc1nnc(SCC(=O)NNC(=O)c2ccco2)n1-c1ccccc1	5	4	-19	7	13	-3	-11	4	5	-8	4
O=C(Nc1ccc(F)cc1F)Nc1sccc1-c1nc2ccccc2s1	16	9	6	-6	6	-9	12	14	-18	-14	15
CO/N=C\c1cc(C(=O)c2ccc(Cl)cc2Cl)cn1C	9	-9	-5	-5	11	-1	2	20	0	-3	14
NC(=S)Nc1cccc(Cl)c1	-19	-7	8	9	2	1	-20	7	-11	7	16
